# High-throughput results: PubChem BioAssay, The Scripps Research Institute Molecular Screening Center
# EBNA-1 inh – blocks EBNA-1 binding to DNA | EBNA-1 DNA binding, fluorescence polarization | AID 1950 | inhibition, % at 14.8 µM | 300,000 tested, 0.34% active; in the data active = inhibition above about 28%
# LYPLA2 inh – LYPLA2 (human) inhibition in PME1 counter-screen; 320,000 tested, 0.38% active; recombinant LYPLA2, FP-Rh probe fluorescence polarization; inhibition, % at 5.9 µM; O95372;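 active = inhibition above the screen-wide mean plus 3 SD, limit set per campaign, cut at about 26% in these data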;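 note: 0% = LYPLA2 with DMSO and 100% = wells lacking LYPLA2 enzyme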
# Target sequence (O95372 whole entry, looked up): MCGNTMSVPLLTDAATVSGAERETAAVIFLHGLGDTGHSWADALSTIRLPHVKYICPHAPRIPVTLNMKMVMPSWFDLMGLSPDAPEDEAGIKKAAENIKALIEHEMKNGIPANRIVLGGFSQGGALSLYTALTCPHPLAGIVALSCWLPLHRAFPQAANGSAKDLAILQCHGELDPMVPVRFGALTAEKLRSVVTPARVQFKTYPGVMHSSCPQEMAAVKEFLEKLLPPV
# PAFAH2 inh – PAFAH2 (human) inhibition | 340,000 tested, 0.99% active | recombinant PAFAH2, FP-rhodamine activity probe, fluorescence polarization | inhibition, % at 3.39 µM | Q99487;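 active = inhibition above the mean over all tested compounds plus 3 SD, cut at about 30% in these data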;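 note: inhibitors block probe labeling of enzyme so polarization drops; 0% = enzyme with DMSO and 100% = wells lacking PAFAH2 protein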
# PREPL inhibitor – inhibitors of human prolyl oligopeptidase-like enzyme PREPL | Q4J6C6 | recombinant PREPL, fluorescence polarization activity-based probe | inhibition, % at 5.96 µM | 320,000 tested, 0.68% active | AID 2751; in the data active = inhibition above about 43%;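 note: 0% = enzyme with DMSO and 100% = wells lacking enzyme; many of its hits are not listed in these tables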
# GSTO1 inh – blocks human GSTO1 in RBBP9 counter-screen; P78417; recombinant GSTO1, activity-based probe fluorescence polarization; inhibition, % at 5.96 µM; 300,000 tested, 1.1% active; AID 1974;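 active = inhibition above the campaign mean inhibition plus 3 SD, cut at about 35% in these data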;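 note: 0% = GSTO1-1 with DMSO and 100% = wells lacking GSTO1-1 enzyme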
# Target sequence (P78417 whole entry, looked up): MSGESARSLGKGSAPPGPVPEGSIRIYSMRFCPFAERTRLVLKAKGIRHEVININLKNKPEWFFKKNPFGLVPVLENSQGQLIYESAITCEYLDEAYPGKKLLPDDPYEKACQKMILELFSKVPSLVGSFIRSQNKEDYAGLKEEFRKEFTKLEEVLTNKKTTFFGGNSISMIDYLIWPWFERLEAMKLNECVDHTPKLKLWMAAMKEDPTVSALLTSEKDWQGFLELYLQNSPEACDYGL
# PAD4 inh – blocks human protein arginine deiminase 4; Q9UM07; 330,000 tested, 0.41% active; recombinant PAD4, RCA probe fluorescence polarization; inhibition, % at 6.36 µM;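 active = percent inhibition above a cutoff equal to the mean of all tested compounds plus 3 SD, cut at about 15% in these data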;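 note: 0% = PAD4 with RCA probe and DMSO and 100% = probe without PAD4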
# PAFAH1B3 FP inh – PAFAH1B3 (human) inhibition. Q15102. recombinant PAFAH1B3, FP-rhodamine probe, fluorescence polarization. inhibition, % at 3.39 µM. 340,000 tested, 0.28% active;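 active = inhibition above the screen-wide average of all tested compounds plus 3 SD, cut at about 25% in these data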;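 note: 0% = enzyme with DMSO only and 100% = wells lacking PAFAH1B3 protein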
# Target sequence (Q15102 whole entry, looked up): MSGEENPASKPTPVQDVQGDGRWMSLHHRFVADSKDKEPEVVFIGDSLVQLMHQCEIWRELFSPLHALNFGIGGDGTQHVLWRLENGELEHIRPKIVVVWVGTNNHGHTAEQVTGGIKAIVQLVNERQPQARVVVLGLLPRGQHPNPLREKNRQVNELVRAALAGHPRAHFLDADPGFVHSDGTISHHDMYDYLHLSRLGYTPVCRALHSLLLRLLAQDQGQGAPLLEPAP
# LYPLA1 counter – counter-screen for PME1 inhibitors: inhibitors of human LYPLA1; 320,000 tested, 0.16% active; inhibition, % at 5.9 µM; recombinant LYPLA1, FP-Rh probe fluorescence polarization; O75608;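 active = inhibition above the mean of all tested compounds plus 3 SD, set per campaign, cut at about 14% in these data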;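 note: inhibitors block serine hydrolase probe labeling of LYPLA1 so polarization falls; 0% = enzyme with DMSO and 100% = wells lacking LYPLA1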
# Target sequence (O75608 whole entry, looked up): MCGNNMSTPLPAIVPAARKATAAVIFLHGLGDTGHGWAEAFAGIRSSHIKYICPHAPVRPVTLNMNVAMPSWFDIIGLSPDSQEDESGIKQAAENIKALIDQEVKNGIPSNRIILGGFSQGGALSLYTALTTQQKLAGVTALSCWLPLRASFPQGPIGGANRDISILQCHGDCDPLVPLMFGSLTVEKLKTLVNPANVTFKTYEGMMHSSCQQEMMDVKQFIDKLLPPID
# ZTA counter – counter-screen for EBNA-1 inhibitors: inhibitors of Epstein-Barr virus ZTA | P03206 | ZTA-DNA binding, fluorescence polarization | inhibition, % at 11 µM | 320,000 tested, 0.15% active | AID 2234; in the data active = inhibition above about 33%
# Active calls of the source: *; . = not tested or not shown.
SMILES,EBNA-1 inh,LYPLA2 inh,PAFAH2 inh,PREPL inhibitor,GSTO1 inh,PAD4 inh,PAFAH1B3 FP inh,LYPLA1 counter,ZTA counter
Cn1c(SCc2ccccc2)nnc1-c1ccc(O)cc1,-11,2,2,-2,-6,-1,15,0,-6
O=c1[nH]c(CSc2nnc3ccccn23)nc2ccccc12,7,7,-6,10,14,6,3,4,-15
C/C(=N\NS(=O)(=O)c1ccc(Br)cc1)c1cccs1,6,3,4,6,4,0,-6,-2,-4
NC(=O)NOCc1ccc(Cl)cc1Cl,-5,-3,1,-2,3,-6,-2,-4,-5
COc1ccc(C(=O)Nc2ccnn2C2CCN(C(=O)c3cnsn3)CC2)cc1,3,0,6,10,0,-2,-7,-1,1
O=C(OC1CCN(c2ccc([N+](=O)[O-])cc2)CC1)c1ccccc1,13,13,-1,24,1,-4,-6,2,11
CC(=O)NC(C(=O)NCC(N)=O)C(C)C (stereo not drawn),-7,-1,-4,4,-5,0,8,0,-9
O=C(NCCCn1ccnc1)c1cc(-c2ccc(Cl)cc2)nc2ccccc12,-7,0,1,-40,3,0,3,-1,0
O=C(Nc1ccc(OC(F)(F)C(F)F)c(NC(=O)c2cccc(F)c2)c1)c1cccc(F)c1,14,7,-4,8,-1,3,8,2,6
O=C1c2ccccc2S(=O)(=O)N1CC(O)COc1ccc(Br)cc1 (stereo not drawn),12,10,-9,3,11,2,16,2,-1
O=c1cc(O)nc2n1CCCS2,0,7,-3,-6,0,2,6,7,12
CC(=O)N1CCc2c(sc(NC(=O)Cc3ccc(F)cc3)c2C(N)=O)C1,-2,-2,-4,3,-3,1,0,-1,3
N#CC1=C(N)N2C(=C(C#N)C13CCCC3)Nc1ccccc12,0,-5,1,2,-5,-4,3,-2,7
O=c1c2ccccc2nnn1COc1cccc(Cl)c1,3,23,4,2,5,-5,9,1,-1
O=C(O)C1=C[C@H](c2ccccc2)C[C@H](OCc2ccc(CO)cc2)O1,9,0,5,-12,-7,-3,2,-2,-7
CC(=O)/C(=N/Nc1ccc(C)cc1)Sc1nnc(CCc2ccccc2)n1-c1ccccc1,-8,0,2,7,7,-3,-5,1,10
CCCCNC(=O)C(=O)N/N=C/c1ccc(OCc2ccccc2)cc1,-3,4,6,-1,1,1,5,-1,-13
COCCNCC(=O)Nc1ccccc1Sc1ccccc1,9,5,0,1,9,-1,2,7,13
CCOC(=O)C1CCCN(CC(=O)Nc2nccs2)C1 (stereo not drawn),2,-6,2,-5,9,-3,5,-6,-20
O=C(NCCc1ccc(Cl)cc1)c1cnccn1,-5,3,3,7,-3,-9,5,-2,-8
O=C(Nc1ccc(C(=O)N2CCOCC2)cc1)c1ccc([N+](=O)[O-])cc1,-3,-3,-1,-8,2,-3,7,1,-3
CCOC(=O)c1cnc(-n2nc(C)cc2C)[nH]c1=O,3,5,-2,-2,-6,2,1,1,-10
C=CC(C)N1C(=O)S/C(=C\c2ccc(N3CCOCC3)cc2C)C1=O (stereo not drawn),1,0,6,7,0,5,1,2,-29
CSc1ccc(CNC(=O)Cn2nc(C)c3c(C)n(-c4ccc(C)cc4)nc3c2=O)cc1,-2,11,8,7,-1,-1,1,6,-17
COc1ccccc1-n1c(SCC(=O)N(C)C2CCS(=O)(=O)C2)nc2ccccc2c1=O (stereo not drawn),1,1,-1,-1,4,-4,7,2,-6

# Ordered by the number under PAD4 inh (highest first): four from the list above
mol | PAD4 inh
O=C(Nc1ccc(OC(F)(F)C(F)F)c(NC(=O)c2cccc(F)c2)c1)c1cccc(F)c1 | 3
CCCCNC(=O)C(=O)N/N=C/c1ccc(OCc2ccccc2)cc1 | 1
C/C(=N\NS(=O)(=O)c1ccc(Br)cc1)c1cccs1 | 0
Cn1c(SCc2ccccc2)nnc1-c1ccc(O)cc1 | -1

# Remaining list, next part
SMILES,EBNA-1 inh,LYPLA2 inh,PAFAH2 inh,PREPL inhibitor,GSTO1 inh,PAD4 inh,PAFAH1B3 FP inh,LYPLA1 counter,ZTA counter
COc1ccc(C2Nc3ccccc3C(=O)N2c2ccc(C)cc2)cc1Cn1nnc2ccccc21 (stereo not drawn),14,-5,1,-14,-5,-5,7,-4,-7
CN(CC(=O)NC1CCCCCC1)S(=O)(=O)c1ccc(F)cc1,3,5,0,16,9,3,-5,2,-20
COc1ccccc1C(=O)NCC(=O)N/N=C/c1cn[nH]c1-c1ccccc1,-8,3,1,-2,0,5,-10,-5,-2
COc1cccc(NC(=O)N2CCC(C(N)=O)(N3CCCCC3)CC2)c1,5,2,-6,8,-9,-2,2,-1,17
Cn1c(CC(=O)NNC(=O)c2ccc(Cl)nc2)nc2ccccc21,.,.,-5,-3,.,0,5,.,.
CCN(C(=O)CSc1nnnn1C)c1c(N)n(Cc2ccccc2)c(=O)[nH]c1=O,-8,-2,-2,7,8,-2,-4,0,-3
Oc1[nH]c2ccccc2c1C=NCC1CCCO1 (stereo not drawn),-5,6,2,10,1,2,8,1,3
Cc1oc(-c2ccc(Cl)cc2)nc1CN1CCC(C(=O)NCCCN2CCCC(C)C2)CC1 (stereo not drawn),6,-2,-1,41,2,4,1,0,0
O=C(NN1C(=O)C2C3C=CC(C4CC34)C2C1=O)c1ccc(Cl)c(Cl)c1 (stereo not drawn),1,4,0,8,2,1,0,0,10
CSc1cccc(CN2CCC(CO)(Cc3ccccc3)CC2)c1,-16,0,9,2,2,-3,9,1,-3
CN1CCN(Cc2c(O)ccc3cc(Br)ccc23)CC1,-6,3,.,-30,-7,-3,.,1,-1
CCOC(=O)C1=C(CSc2nc(C)ccc2C#N)OC(N)=C(C#N)C1c1cccc(OC)c1OC (stereo not drawn),0,-4,5,3,3,1,-9,-6,-11
Cc1noc(C)c1COc1ccc(C(=O)OCC(=O)Nc2cccc(S(=O)(=O)N3CCOCC3)c2)cc1,-1,-10,72*,1,1,-2,-1,-7,12
O=C1c2ccccc2OC2(C=Cc3ccccc3O2)N1Cc1ccccc1 (stereo not drawn),3,-2,-9,-12,-3,3,3,1,10
COc1ccc(NC2CCN(C3CC(=O)N(c4ccc(F)c(Cl)c4)C3=O)CC2)cc1 (stereo not drawn),1,2,-2,12,14,-4,-4,-1,11
Cc1ccccc1C(=O)Nc1cccc(NC(=O)c2ccccc2[N+](=O)[O-])c1,-1,9,2,4,0,2,6,-4,-16
O=C(OC(c1ccccc1)c1nccc2ccccc12)c1cccc([N+](=O)[O-])c1 (stereo not drawn),7,-5,3,12,1,-2,12,-3,1
Cc1ccc(S(=O)(=O)N(C)C)cc1NC(=O)COC(=O)C1CCN(S(=O)(=O)c2cccs2)CC1,7,4,0,4,-4,-1,0,-1,-14
COc1ccc2ccc(=O)oc2c1CC(O)C(C)(C)O (stereo not drawn),-9,6,-1,5,1,4,16,1,-11
CC(C)[C@H](NC(=O)N1CC(=O)Nc2ccccc21)C(=O)N[C@@H](Cc1ccccc1)C(=O)O,0,1,6,0,1,0,4,4,8
NC(=O)c1cc(C(=O)c2cccc(Cl)c2Cl)c[nH]1,0,-2,10,2,-11,1,6,-2,8
COc1cccc(OCc2cc(C(=O)N3CCC(c4ccncc4)CC3)no2)c1,14,25,-2,14,3,3,7,8,13
Cc1c(OCC(=O)OC(C)(C)C)ccc2c3c(c(=O)oc12)CCC3,-2,2,2,-2,-7,2,0,-3,13
COc1cc(NC(=O)Cc2nn(C)c(=O)c3ccccc23)cc(OC)c1,-13,5,7,12,-5,-3,9,0,4
CC(C)COP(=O)(c1ccc(N(C)C)cc1)C(O)c1ccccc1F (stereo not drawn),3,-5,-3,-18,5,8,0,2,6

# Whole records from above:
# NC(=O)NOCc1ccc(Cl)cc1Cl in the list: EBNA-1 inh: -5; LYPLA2 inh: -3; PAFAH2 inh: 1; PREPL inhibitor: -2; GSTO1 inh: 3; PAD4 inh: -6; PAFAH1B3 FP inh: -2; LYPLA1 counter: -4; ZTA counter: -5
# CC(=O)N1CCc2c(sc(NC(=O)Cc3ccc(F)cc3)c2C(N)=O)C1 in the list: EBNA-1 inh: -2; LYPLA2 inh: -2; PAFAH2 inh: -4; PREPL inhibitor: 3; GSTO1 inh: -3; PAD4 inh: 1; PAFAH1B3 FP inh: 0; LYPLA1 counter: -1; ZTA counter: 3
# C=CC(C)N1C(=O)S/C(=C\c2ccc(N3CCOCC3)cc2C)C1=O (stereo not drawn) in the list: EBNA-1 inh: 1; LYPLA2 inh: 0; PAFAH2 inh: 6; PREPL inhibitor: 7; GSTO1 inh: 0; PAD4 inh: 5; PAFAH1B3 FP inh: 1; LYPLA1 counter: 2; ZTA counter: -29

# Later entries
SMILES,EBNA-1 inh,LYPLA2 inh,PAFAH2 inh,PREPL inhibitor,GSTO1 inh,PAD4 inh,PAFAH1B3 FP inh,LYPLA1 counter,ZTA counter
Cc1ccc(C)c(S(=O)(=O)N2CCCOC2CNC(=O)C(=O)NCc2cccnc2)c1 (stereo not drawn),-1,8,-2,-9,8,2,3,4,-18
COc1ccc(C(=O)NC(C)c2cccnc2)cc1S(=O)(=O)N(C)Cc1ccccc1 (stereo not drawn),.,.,-1,3,.,0,3,.,.
COc1ccc(NC(=S)Nc2cc(C(F)(F)F)ccc2F)cc1,-5,-3,1,0,-2,-1,0,-1,1
O=C(CSCc1ccc(F)cc1)NCc1ccc(F)cc1,0,2,-2,-10,2,0,4,0,2
O=C(NCc1ccco1)C(=S)N1CCCCC1,2,-4,6,-3,-2,-1,10,1,10
CCCCCC(=O)Nc1ccc(C(=O)COC(=O)c2ccccn2)cc1,-8,25,1,0,8,-5,9,3,-17
Oc1c(Br)cc(Br)cc1C=Nc1ccc2c(c1)OCO2,-9,3,3,12,23,-21,-3,-5,-9
COc1ccc(NC(C)=O)cc1S(=O)(=O)N1CCN(Cc2cccs2)CC1,.,-4,-3,-1,.,-2,3,-2,9
COc1cccc(CNS(=O)(=O)c2ccc3c(c2)CC(C)N3C(C)=O)c1 (stereo not drawn),-13,7,3,1,9,2,5,6,-7
COCCNC(=O)c1c(N)n(/N=C/c2cccs2)c2nc3ccccc3nc12,9,5,4,24,-6,2,-12,1,-10
COc1ccc(Cl)cc1N1Cc2ccccc2C1,-21,-1,2,8,-6,-5,3,-1,-9
O=C1CN(C(=O)c2ccccc2)c2ccccc2N1,-3,-7,14,-7,-1,-1,5,-5,6
COC(=O)c1cccc(NC(=O)CSc2nnnn2C)c1,2,1,0,7,1,0,3,2,5
CC(C)[C@H](NC(=O)c1ccccc1F)C(=O)Nc1nc2c(s1)CCCC2,-6,0,3,-11,0,0,6,-1,-27

# Single entries from the entries so far.
# In GSTO1 inh, `Cc1ccc(C)c(S(=O)(=O)N2CCCOC2CNC(=O)C(=O)NCc2cccnc2)c1` (stereo not drawn) is entered as 8
# In EBNA-1 inh, `CC(C)[C@H](NC(=O)c1ccccc1F)C(=O)Nc1nc2c(s1)CCCC2` is entered as -6
# In GSTO1 inh, `O=C1CN(C(=O)c2ccccc2)c2ccccc2N1` is entered as -1
# In PAFAH1B3 FP inh, `COc1ccc(NC(=S)Nc2cc(C(F)(F)F)ccc2F)cc1` is entered as 0
# In LYPLA1 counter, `O=C(NCc1ccco1)C(=S)N1CCCCC1` is entered as 1
# In PREPL inhibitor, `COc1ccc(Cl)cc1N1Cc2ccccc2C1` is entered as 8
# In EBNA-1 inh, `Oc1c(Br)cc(Br)cc1C=Nc1ccc2c(c1)OCO2` is entered as -9

# 2 of the compounds above, with values under each structure.
# Results follow in this order: EBNA-1 inh	LYPLA2 inh	PAFAH2 inh	PREPL inhibitor	GSTO1 inh	PAD4 inh	PAFAH1B3 FP inh	LYPLA1 counter	ZTA counter
Cc1ccc(C)c(S(=O)(=O)N2CCCOC2CNC(=O)C(=O)NCc2cccnc2)c1 (stereo not drawn)
  -1	8	-2	-9	8	2	3	4	-18
COc1ccc(C(=O)NC(C)c2cccnc2)cc1S(=O)(=O)N(C)Cc1ccccc1 (stereo not drawn)
  .	.	-1	3	.	0	3	.	.

# Not all compounds are listed (hit frequency here may not be typical).
